Bioassay records (PubChem BioAssay)
S1P4 antagonist: human S1P4 receptor antagonism; inhibition, % at 4.98 µM; O95977; S1P4-expressing cells, antagonist mode, reporter read-out; 220,000 compounds, 0.26% hits; in the data active = inhibition above about 29%;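 note: 0% = wells stimulated with agonist and 100% = vehicle wells without agonist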
Target sequence (O95977 whole entry, looked up): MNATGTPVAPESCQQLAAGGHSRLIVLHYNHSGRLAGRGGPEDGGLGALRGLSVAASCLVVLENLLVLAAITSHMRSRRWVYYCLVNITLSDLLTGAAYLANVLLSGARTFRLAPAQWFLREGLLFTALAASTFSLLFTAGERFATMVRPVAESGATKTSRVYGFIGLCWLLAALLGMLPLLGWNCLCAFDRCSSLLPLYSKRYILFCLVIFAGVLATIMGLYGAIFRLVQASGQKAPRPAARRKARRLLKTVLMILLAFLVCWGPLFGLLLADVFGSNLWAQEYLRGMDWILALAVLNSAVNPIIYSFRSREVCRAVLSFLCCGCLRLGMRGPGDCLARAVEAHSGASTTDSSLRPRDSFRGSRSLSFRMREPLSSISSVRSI
Ba/F3 V617F tox: loss of viability in JAK2V617F-driven Ba/F3 cells; inhibition, % at 5.6 µM; Ba/F3 EpoR-JAK2V617F viability, ATP luminescence; 220,000 compounds, 1.1% hits;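 active = inhibition above the campaign mean plus 3 SD over all tested compounds, cut at about 24% in these data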;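 note: cytokine-independent growth of Ba/F3 cells driven by EpoR plus mutant JAK2; 0% = DMSO-treated cells and 100% = JAK inhibitor I control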
BaF3 tox: parental Ba/F3 viability inhibition as JAK2V617F counter-screen; inhibition, % at 5.6 µM; AID 1486; CellTiter-Glo ATP luminescence; 220,000 compounds, 1.1% hits;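 active = inhibition above a per-campaign cutoff, the mean inhibition of all tested compounds plus 3 SD, cut at about 27% in these data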;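 note: 0% = DMSO wells and 100% = JAK Inhibitor I control wells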
EP2 mod: EP2 receptor (human) modulation. EP2-expressing cells, cAMP HTRF FRET, PGE2 co-stimulation. 260,000 compounds, 0.83% hits. induction, % at 25 µM. AID 940;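 active = compounds whose cAMP rise, as percent of the full-agonist control response, exceeds 60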;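 note: rat C6 glioma line stably carrying human EP2 under a CMV promoter; the protocol text gives 20 µM as final concentration; 100% = response of wells given 1 µM PGE2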
S1P4 agonist: agonists of human S1P4 receptor | 220,000 compounds, 0.35% hits | activation, % at 4.98 µM | O95977 | S1P4-expressing cell line, agonist reporter assay | AID 1509; in the data active = activation above about 11%;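 note: 0% = DMSO vehicle and 100% = reference agonist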
TRPML3 agonist: human mucolipin-3 channel agonism; 220,000 compounds, 0.29% hits; AID 1448; HEK293 TRPML3-YFP, Fluo-8 calcium fluorescence; 100% = the carbachol control signal; activation, % at 3 µM;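 active = activation above its plate's cutoff, the mean activation of the plate's test wells plus 3 SD, cut at about 12% in these data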;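 note: 0% = DMSO only wells and 100% = carbachol wells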
Target sequence (Q8TDD5 whole entry, looked up): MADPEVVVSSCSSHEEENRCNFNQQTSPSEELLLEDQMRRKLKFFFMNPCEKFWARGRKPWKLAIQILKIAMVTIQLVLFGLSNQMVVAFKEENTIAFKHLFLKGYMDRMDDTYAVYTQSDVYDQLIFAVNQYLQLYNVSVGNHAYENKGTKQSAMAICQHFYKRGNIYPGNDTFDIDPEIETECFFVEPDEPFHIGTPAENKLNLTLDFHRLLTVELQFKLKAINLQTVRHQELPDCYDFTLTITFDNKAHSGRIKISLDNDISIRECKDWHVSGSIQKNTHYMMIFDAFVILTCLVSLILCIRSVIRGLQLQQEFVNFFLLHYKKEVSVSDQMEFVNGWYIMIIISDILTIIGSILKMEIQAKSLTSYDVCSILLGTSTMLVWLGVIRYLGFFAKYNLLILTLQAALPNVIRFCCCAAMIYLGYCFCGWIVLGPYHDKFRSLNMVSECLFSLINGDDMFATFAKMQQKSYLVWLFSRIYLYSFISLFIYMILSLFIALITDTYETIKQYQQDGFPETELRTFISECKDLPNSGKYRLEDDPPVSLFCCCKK
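Test system – HEK293 line with stable expression of human TRPML3-YFP channel · Control set – carbachol 87 µM final as high control (100%), DMSO as low control (0%) · Signal – Fluo-8 calcium dye fluorescence, ex 470-495, em 515-575 nm · Incubation – 1-h 37 °C dye load, 5-s basal, 120-s post-compound reads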
m-calpain inh: inhibitors of pig calpain II; 220,000 compounds, 0.37% hits; inhibition, % at 16 µM; AID 1236; purified calpain II, fluorogenic peptide substrate, 30 min;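 active = inhibition above about 50%, limit read from the data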
PERK inh: blocks human PERK kinase; Q9NZJ5; CHO PERK-DD fusion, SEAP luminescence translation reporter; inhibition, % at 5.6 µM; 220,000 compounds, 0.17% hits;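 active = inhibition above the mean inhibition of all tested compounds plus 3 SD, set separately per screening campaign, cut at about 2.9% in these data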;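 note: PERK kinase domain activated by AP20187 dimerizer at 100 nM; 0% = DMSO with dimerizer and 100% = rapamycin at 8.4 µM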
TRPN1 ag: activates the zebrafish TRPN1 channel. HEK293 zebrafish TRPN1-YFP, Fluo-8 calcium fluorescence; 100% = response to 87 µM carbachol. activation, % at 3 µM. 220,000 compounds, 0.18% hits;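 active = activation above its plate's cutoff, the mean activation of test wells on that plate plus 3 SD, cut at about 19% in these data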;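 note: 0% = DMSO alone and 100% = 87 µM carbachol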
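Control set: carbachol 87 µM as high control, DMSO as low control; system: HEK293 stable line with zebrafish TRPN1-YFP; read-out: % activation versus carbachol response; detection: intracellular calcium fluorescence with Fluo-8; doses: single test compound dose, 3 µM nominal, 0.3% DMSO; schedule: dye 1 h 37 °C plus 30 min RT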
Starred values were filed as active, the others as inactive; & = joins results of further samples.

SMILES	S1P4 antagonist	Ba/F3 V617F tox	BaF3 tox	EP2 mod	S1P4 agonist	TRPML3 agonist	m-calpain inh	PERK inh	TRPN1 ag
CCN(CC)c1ccc(/C=N/N2CCN(Cc3cccc4ccccc34)CC2)c(O)c1	-8	1	6	3	2.5	0.9	-3	0.9	1.1
Cc1cc(C)nc(Sc2ncnc(N)c2[N+](=O)[O-])n1	-20	-2	-2	-29	-1.4	1.0	19	2.5	2.0
CN(C)c1ccc(N=Nc2ccccc2C(=O)OCC(=O)N2CCCC2)cc1	-9	-2	-1	4	-1.8	-0.9	1	-0.6	-0.8
O=C(NC(Cc1c[nH]c2ccccc12)C(=O)NCc1ccc(F)cc1)OCc1ccccc1 (configuration not stated)	-4	0	5	7	1.2	0.5	8	-0.2	-1.0
CS(=O)(=O)N(CCc1ccccc1)CC(=O)NCc1ccccn1	9	-1	4	-2	-0.9	1.2	-13	0.5	1.7
CN1CCC(Oc2ccc(Sc3ccccc3)cc2)CC1	-5	-2	-1	-78	-0.6	2.5	-10	-0.5	4.9
O=C(c1cccs1)N1CCCC(c2nc3c(nnn3Cc3ccccc3)c(=O)[nH]2)C1 (configuration not stated)	-4	0	-5	35	1.2	0.0	-27	0.3	-0.1
O=C(c1ccccc1CCc1ccccc1)N1CCN(c2ccccn2)CC1	2	-4	-1	41	1.2	-0.6	-7	-1.3	-0.8
CCOc1ccc(C(=O)NCC(=O)OCC(=O)NC2CCCC2)cc1	0	-2	4	19	2.3	0.7	-17	0.3	0.1
S=C(NCc1ccccc1)N1CCN(C2CCCCC2)CC1	-4	0	1	-9	-0.2	0.7	2	1.6	1.9
Clc1ccccc1CN1CCC(Cc2ccccc2)CC1	2	2	6	45	-1.2	-0.6	18	-0.7	-0.2
S=C(c1cn(CCOc2ccccc2)c2ccccc12)N1CCCC1	-6	-7	20	-11	1.9	2.2	14	0.1	1.5
CC1=C2C(CCS2(=O)=O)CC2(C1)C(=O)OC(C)(C)OC2=O (configuration not stated)	-9	-4	0	27	-0.4	0.7	-13	0.6	-0.1
CC(=O)Nc1sc2c(c1C#N)CC(C)(C)NC2(C)C	-29	-5	1	-1	1.4	0.4	-11	0.5	0.9
O=Cc1cccn1-c1ncc(Br)cn1	-18	2	3	-3	-0.3	0.0	2	0.7	-1.1

A draw from above in order of heavy-atom count, smallest number first:
SMILES	S1P4 antagonist	Ba/F3 V617F tox	BaF3 tox	EP2 mod	S1P4 agonist	TRPML3 agonist	m-calpain inh	PERK inh	TRPN1 ag
CCOc1ccc(C(=O)NCC(=O)OCC(=O)NC2CCCC2)cc1	0	-2	4	19	2.3	0.7	-17	0.3	0.1
O=C(c1cccs1)N1CCCC(c2nc3c(nnn3Cc3ccccc3)c(=O)[nH]2)C1 (configuration not stated)	-4	0	-5	35	1.2	0.0	-27	0.3	-0.1
CCN(CC)c1ccc(/C=N/N2CCN(Cc3cccc4ccccc34)CC2)c(O)c1	-8	1	6	3	2.5	0.9	-3	0.9	1.1

The list continues:
SMILES	S1P4 antagonist	Ba/F3 V617F tox	BaF3 tox	EP2 mod	S1P4 agonist	TRPML3 agonist	m-calpain inh	PERK inh	TRPN1 ag
O=C(CSc1cn(CCNC(=O)c2ccc3ccccc3c2)c2ccccc12)NCc1ccco1	4	0	5	-17	1.3	-1.3	-33	0.2	-1.6
Cc1[nH]c2c(C)cccc2c1CCNC(=O)c1ccc2c(c1[N+](=O)[O-])C(=O)c1ccccc1C2=O	-7	3	4	-49	-0.9	0.1	-203	-1.3	0.2
CCOc1cc(/C=N/NC(=O)c2cccc([N+](=O)[O-])c2)ccc1OS(=O)(=O)c1ccccc1	-14	1	2	27	2.0	0.1	-3	-1.3	-2.5
COc1ccc(-n2c(CNC(=O)COc3ccccc3)n[nH]c2=S)cc1	-9	0	3	28	0.2	-0.5	-3	1.9	-1.5
O/N=C1/CCCSc2ccccc21	18	2	6	24	0.8	0.3	-6	0.9	0.4
COc1ccc(C(C)=O)c(OC(=O)c2ccc(OC)c(OC)c2)c1	-4	-4	-2	16	-2.3	0.5	1	-0.5	-1.0
O=C(c1ccccc1Cl)N1CCCC(c2nc3c(nnn3Cc3ccccc3)c(=O)[nH]2)C1 (configuration not stated)	-9	6	8	3	0.9	-0.2	-62	-0.3	-0.3
O=C(O)CCCC(=O)Nc1cc([N+](=O)[O-])ccc1O	1	1	2	36	-0.8	0.8	-4	0.3	0.9
O=C(O)CC1SC(=O)N(Cc2ccccc2)C1=O (configuration not stated)	-5	0	-1	14	1.3	0.4	-46	0.7	-0.2
NC(=O)c1c(NC(=O)C2CCCO2)sc2c1CCCC2 (configuration not stated)	-3	-4	0	1	0.7	0.5	-15	0.0	0.1
S=C1NC2(CCCCCC2)N=C1c1ccccc1	-11	-1	0	50	0.7	-0.1	1	0.2	-2.1
CC(Sc1cccc[n+]1[O-])C(=O)Nc1cccc(S(=O)(=O)N2CCOCC2)c1 (configuration not stated)	-15	-3	5	9	-1.1	0.6	16	0.2	-0.4
O=C(CCn1c(=O)[nH]c2ccsc2c1=O)N1CCN(c2cccc(Cl)c2)CC1	4	-3	3	-45	2.4	0.0	19	0.7	-0.4
O=C(CSc1ccc2nnc(-c3cccs3)n2n1)N1CCCC1	-3	1	8	-14	0.7	0.9	-39	0.2	-0.6
CN1C(=O)C(CC(=O)Nc2ccc(F)cc2)N(CCCc2ccccc2)C1=S (configuration not stated)	-4	-1	1	-24	-0.3	5.4	20	-0.9	5.8
CCOC(=O)CN1CC23C=CC(O2)C(C(=O)NCc2cccs2)C3C1=O (configuration not stated)	8	0	4	3	2.3	0.7	-65	-0.2	0.6
CN(C(=O)COC(=O)c1ccccc1NC(=O)c1ccco1)C1CCS(=O)(=O)C1 (configuration not stated)	-1	-1	8	6	2.7	1.0	-15	0.9	0.5
CC(=O)NCC(=O)N(C)C(C(=O)Nc1ccc(C(C)C)cc1)c1ccccc1 (configuration not stated)	-16	-3	0	3	0.5	1.2	-8	-0.3	-1.1
O=C(CN1CCCC1)Nc1ccc(F)cc1	-8	-4	-1	-11	-0.7	0.9	-15	2.5	-0.9
COC(C(=O)Nc1ccc(S(=O)(=O)Nc2cccc3ccccc23)cc1)c1ccccc1 (configuration not stated)	3	-6	1	-9	0.3	1.0	-34	-0.3	3.5
CCCCCCOC(=O)C(C#N)c1nc2ccccc2nc1N1CCCCC1 (configuration not stated)	-26	-4	4	29	1.3	0.5	-61	0.9	-0.1
Cc1ccccc1Cn1cc(NC(=O)c2cc3nc(-c4ccco4)cc(C(F)(F)F)n3n2)cn1	11	-2	3	16&-21	1.1	0.2	-224	-0.6	-0.1
COc1cccc(-c2cc(C(=O)NCC3CCCO3)c3ccccc3n2)c1 (configuration not stated)	-6	-3	3	-31	0.7	0.8	-17	-0.8	-0.3
Cc1cc(C)nc(SCC(=O)Nc2nc(-c3ccccc3)c(-c3ccccc3)o2)n1	2	-1	2	23	-0.5	-0.3	-38	0.4	0.3
CC12CCCc3c(O)cc(=O)n(c31)-c1ccccc12 (configuration not stated)	-14	-4	2	30	-0.7	1.1	1	1.2	-0.5
Cc1ccc(S(=O)(=O)N(c2nc(NC(C)C)nc(NC(C)C)n2)n2cnnc2)cc1	-13	4	12	23	-0.2	-0.7	20	-1.3	-0.6
O=[N+]([O-])c1ccccc1/C=N/NC1=NS(=O)(=O)c2ccccc21	-17	-1	7	-3	0.5	0.0	-11	0.0	1.5
CCOC(=O)NC(=O)/C(C#N)=N\Nc1ccc(Cl)cc1	8	-2	3	-33	-3.7	0.6	-17	0.3	-0.2
CC1Cc2nc(SCC(=O)NCc3ccco3)n(Cc3ccccc3)c(=O)c2S1 (configuration not stated)	0	2	3	4	1.2	-0.2	-26	-1.6	-1.3
COCCCNC(=O)/C=C1\Sc2ccccc2N(Cc2ccccc2F)C1=O	66*	-3	1	-16	0.2	0.3	-8	-0.4	-1.4
Cc1cc(C)cc(NC(=O)C(Sc2nnc(C)c(=O)[nH]2)c2ccccc2)c1 (configuration not stated)	5	-4	-2	20	-3.1	0.6	3	1.9	-1.9
CC(=O)Nc1sc(N/N=C\c2ccccc2Cl)nc1-c1cccs1	-11	-1	4	-7	1.2	0.4	-76	0.4	1.2
Cc1ccc2c(c1)C(c1ccc(F)cc1)N(C(=O)C1CC1)CC(=O)N2 (configuration not stated)	2	4	7	16	-2.7	0.5	-7	-0.5	0.0
O=C1Cn2c(nc3ccccc32)N1c1cccc(C(F)(F)F)c1	-3	-3	2	-4	0.3	-0.2	-26	-0.4	-2.1
O=C(COC(=O)c1ccc(NS(=O)(=O)c2cccs2)cc1)NCC1CCCO1 (configuration not stated)	-13	1	5	23	2.0	1.4	-18	1.4	0.8
c1ccc(C2=Nc3cccc4cccc(c34)N2)cc1	-3	1	4	-1	4.1	0.4	20	0.8	-1.1
O=C1CN(c2nc(-c3ccccc3)c3cc(Br)ccc3n2)c2ccccc2N1	-9	-2	-1	12	2.3	0.1	-26	0.8	-0.8
N#Cc1cc2c(nc1SCC(N)=O)CCCCC2	-1	-1	4	15	-4.1	0.1	-18	0.3	-0.1
CC(=O)N1CCc2cc(S(=O)(=O)NC(C(=O)NC3CCCc4ccccc43)C(C)C)ccc21 (configuration not stated)	2	-2	4	11	0.7	0.2	7	1.0	1.0
O=c1oc(-c2ccc(F)cc2)nc2ccsc12	-2	-4	3	6	-2.8	-0.1	5	0.5	-0.9
CCC(=O)Nc1nn(C)c2nc3c(C)cccc3cc12	3	1	0	-9	0.6	-0.2	-69	0.2	-1.8
COc1ccc(C(=O)CC(Nc2ccc([N+](=O)[O-])cc2)c2ccc(Cl)cc2)cc1 (configuration not stated)	-2	2	2	11	-2.3	0.4	-9	-0.9	1.2
O=C1CCCc2c1cc(C(=O)NCc1ccco1)c(=O)n2-c1ccccc1	1	2	9	16	2.1	-0.1	21	-0.9	-0.4
O=C(N/N=C/c1cccc(C(F)(F)F)c1)c1ccccc1O	-9	1	7	-31	-0.7	1.4	21	0.9	5.1
CCOP(=O)(Nc1ccc2oc(=O)c3ccccc3c2c1)OCC	-13	-5	-1	3	-1.1	-0.1	-25	-0.8	-1.0
COc1cc(/C=N/n2cnnc2)ccc1Oc1nc(Cl)ncc1F	-6	-6	-4	-46	0.7	0.8	12	1.1	-1.4
CC(C)n1nc(C(=O)NCCc2ccc(S(N)(=O)=O)cc2)c2ccccc2c1=O	-26	1	5	3	2.8	0.7	-2	-0.3	2.0
O=C(CN1CCCC1)NCC1(c2ccccc2)CCOCC1	-32	-5	-3	15	1.9	0.9	0	2.3	-0.5
COc1ccc(-c2cn3cccnc3n2)cc1NC(=O)CC(C)C	5	4	5	3	0.8	0.3	-482	-0.8	0.4
CCn1cc(C2=NC(C(C)C)CO2)c2ccccc21 (configuration not stated)	-8	2	3	18	1.6	0.2	-2	-0.6	-0.4
OCCN1CCN(c2nc(-c3ccccc3)nc3c2oc2ccccc23)CC1	-21	5	9	-14	-0.1	2.0	-74	-1.7	2.6
O=c1ccc(Oc2nc(N3CCCCC3)nc(N3CCCCC3)n2)n[nH]1	-3	4	5	28	1.2	0.0	26	0.7	0.4
CC(C)OC(=O)C(NC(=O)c1ccccc1)=C1CCCCC1	-14	0	3	-12	0.0	0.5	24	-1.0	0.8
